Source: PubChem BioAssay
LANA DNA inh = inhibitors of KSHV C-LANA binding to DNA, primary screen, biochemical, fluorescence polarization, FAM-LBS DNA, MBP-C-LANA, single point; inhibition, % at 9 µM; actives 0.078% (n = 340,000); AID 504423, 2011;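 active = highest replicate inhibition at or above 60% at 9 µM, even if other replicates fall short; inactive = all replicates below 60% inhibition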;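 note: 0% = neutral control wells and 100% = 4 µM acridine orange control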
Cardiac RTF inh = cardiac RTF calcium sensitivity inhibitors, primary screen, biochemical, IANBD-TnC fluorescence, EC70 calcium. IANBD-labeled cardiac RTF, Ca2+ fluorescence. inhibition, % at 7.15 µM. actives 0.12% (n = 340,000);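 active = inhibition above the mean inhibition of all tested compounds plus 3 SD, cut at about 17% in these data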;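 note: assay run at fixed EC70 calcium of 1.6 mM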
Keap1-Nrf2 PPI = Keap1-Nrf2 protein-protein interaction inhibitors, primary screen, biochemical, fluorescence polarization, single point; Kelch-like ECH-associated protein 1 (Homo sapiens), Q14145; Keap1 Kelch-Nrf2 peptide fluorescence polarization, 1536-well; inhibition, % at 9.4 µM; actives 0.15% (n = 340,000); AID 504523, 2011; in the data active = inhibition above about 12%;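 note: human Keap1 Kelch domain with fluorescein labeled Nrf2 9mer peptide probe; 0% = neutral control wells and 100% = peptide positive control; higher means more block of Keap1 binding to Nrf2 peptide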
SR-BI HDL uptake = inhibitors of SR-BI mediated HDL lipid uptake, primary screen, ldlA[mSR-BI] cells, fluorescence, single point. inhibition, % at 12.5 µM. ldlA[mSR-BI] CHO cells, DiI-HDL uptake fluorescence, 3 h. actives 0.96% (n = 320,000). Scavenger receptor class B member 1 (Mus musculus), Q61009;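 active = mean replicate inhibition of at least 70% and a set share of replicates each scoring 70 or more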;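 note: 0% = median of neutral control wells and 100% = median of positive control wells; values of inactives mirror those of a sister screen read the other way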
DAGLB inh = DAGLB lipase inhibitors, primary screen, biochemical, fluorescence, HTS. Diacylglycerol lipase-beta (Homo sapiens), Q8NCG7. actives 0.059% (n = 340,000). inhibition, % at 5.17 µM. HEK293T DAGLB membrane lysate, EnzChek fluorogenic substrate; in the data active = inhibition above about 34%;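 note: 0% = enzyme with vehicle and 100% = wells lacking enzyme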
Target sequence (Q8NCG7 whole entry, looked up): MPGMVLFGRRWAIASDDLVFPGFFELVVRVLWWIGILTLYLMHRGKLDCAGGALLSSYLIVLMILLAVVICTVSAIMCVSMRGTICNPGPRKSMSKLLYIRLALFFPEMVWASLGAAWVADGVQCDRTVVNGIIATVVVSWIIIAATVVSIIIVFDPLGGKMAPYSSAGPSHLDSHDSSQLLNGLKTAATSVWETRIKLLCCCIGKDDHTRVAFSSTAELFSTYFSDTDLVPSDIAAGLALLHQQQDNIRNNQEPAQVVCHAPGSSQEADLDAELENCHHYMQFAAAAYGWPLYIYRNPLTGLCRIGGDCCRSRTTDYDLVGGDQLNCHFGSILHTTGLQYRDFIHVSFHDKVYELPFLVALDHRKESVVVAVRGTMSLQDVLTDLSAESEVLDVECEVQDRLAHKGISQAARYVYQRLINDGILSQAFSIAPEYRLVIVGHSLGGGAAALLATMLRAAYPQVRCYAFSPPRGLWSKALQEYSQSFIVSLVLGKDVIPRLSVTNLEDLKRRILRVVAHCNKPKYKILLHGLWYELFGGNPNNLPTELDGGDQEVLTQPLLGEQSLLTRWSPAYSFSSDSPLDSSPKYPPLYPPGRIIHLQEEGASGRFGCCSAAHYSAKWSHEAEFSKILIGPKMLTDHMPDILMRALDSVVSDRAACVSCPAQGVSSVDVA
Arrestin-AP2 inh = inhibitors of beta-arrestin/AP2 binding, primary screen, biochemical, GPCR trafficking, flow cytometry | inhibition, % at 10 µM | actives 0.31% (n = 340,000) | FITC-arrestin peptide / GST-AP2 beads; AP2 beta2 appendage carries R879A mutation;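 active = inhibition above a set limit, near 3 SD of compounds lacking own fluorescence, cut at about 54% in these data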;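 note: plate controls were DMSO wells for no effect and 5 µM unlabelled arrestin peptide for full effect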
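System: GST-AP2 R879A glutathione beads. Medium: PBS with 0.05% Tween 20 and 0.1% BSA. Also added: FITC-arrestin peptide, 50 nM. Incubation: 12 min plus 1 h, RT. Measured by: high-throughput flow cytometry of beads, ex 488, em 535 nm. Evaluation: percent drop in bead-associated FITC signal.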
PKA-R2B activ = activators of PKA-R2B holoenzyme, primary screen, biochemical, fluorescence polarization, Cy5-IP20, human; cAMP-dependent protein kinase catalytic subunit beta (Homo sapiens) + cAMP-dependent …; PKA-R2B holoenzyme dissociation; R2B truncated from residue 108, S112A mutant; 0% DMSO only, 100% 113 µM cGMP; activation, % at 11.4 µM; actives 0.079% (n = 340,000); AID 504700, 2011;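 active = activation above a cutoff set at the mean over all compounds plus 3 SD, cut at about 18% in these data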;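 note: higher means more holoenzyme dissociation and a rise in polarization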
Target sequence (P31323 whole entry, looked up, other chains not shown, the tested form may be a part): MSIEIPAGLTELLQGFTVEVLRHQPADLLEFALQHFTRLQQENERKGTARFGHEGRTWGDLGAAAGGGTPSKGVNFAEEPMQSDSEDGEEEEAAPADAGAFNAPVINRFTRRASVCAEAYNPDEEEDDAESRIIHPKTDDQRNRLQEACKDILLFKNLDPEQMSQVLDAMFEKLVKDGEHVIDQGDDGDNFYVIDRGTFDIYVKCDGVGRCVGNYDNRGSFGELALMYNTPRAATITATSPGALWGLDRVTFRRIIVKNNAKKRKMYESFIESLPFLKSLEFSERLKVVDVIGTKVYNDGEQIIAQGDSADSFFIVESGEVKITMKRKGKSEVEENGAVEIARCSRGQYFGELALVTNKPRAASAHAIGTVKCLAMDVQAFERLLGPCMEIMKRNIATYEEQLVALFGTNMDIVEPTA
SR-BI uptake up = activators of SR-BI mediated DiI-HDL uptake, primary screen, ldlA[mSR-BI] CHO cells, DiI fluorescence. 3 h; 100 = double the neutral-control signal. activation, % at 12.5 µM. actives 0.096% (n = 320,000). AID 504775, 2011;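 active = mean replicate activation of at least 60% and every replicate at or above 60%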;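 note: 0% = median plate neutral-control signal and 100% = twice that signal; values of inactives mirror those of a sister screen read the other way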
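Material: SR-BI-overexpressing, LDLR-lacking CHO cells | Dosing: Single compound concentration, delivered by pin transfer | Probe or stimulus: Labelled HDL, 10 µg/mL | Signal: Bottom-read cell fluorescence after medium removal, ex 550/em 595 nm | Schedule: 3 h, 37 °C | Evaluation: HDL uptake via cellular fluorescence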
PvdQ acylase = P. aeruginosa PvdQ acylase inhibitors, primary screen, biochemical, fluorescence, plate reader and imaging, single point | PvdQ acylase [Pseudomonas aeruginosa LESB58] | purified PvdQ acylase | inhibition, % at 10 µM | actives 0.063% (n = 340,000); in the data active = inhibition above about 30%, passing the limit was not always enough;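 note: 0% = vehicle neutral wells and 100% = reference inhibitor wells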
NSD2 inh = NSD2 histone methyltransferase inhibitors, primary screen, biochemical, AlphaScreen, single concentration, set 2. inhibition, % at 12.5 µM. actives 0.54% (n = 310,000). NSD2 peptide methylation, 120 min. AID 743445, 2014; in the data active = inhibition above about 50%
* marks the source's active call; other numbers are inactive results; / = not tested or not shown.

Short forms – A = LANA DNA inh; B = Cardiac RTF inh; C = Keap1-Nrf2 PPI; D = SR-BI HDL uptake; E = DAGLB inh; F = Arrestin-AP2 inh; G = PKA-R2B activ; H = SR-BI uptake up; I = PvdQ acylase; J = NSD2 inh
canonical_smiles: CC(OC(=O)c1nn(C)c(=O)c2ccccc12)C(=O)Nc1ccc(S(N)(=O)=O)cc1 (centres undefined)
  A: -1.5; B: -2; C: -3; D: 17; E: -2; F: -13; G: 5; H: -17; I: -12; J: 2

canonical_smiles: COc1ccc(S(=O)(=O)CCc2nnc(NC(=O)c3cccs3)s2)cc1
  A: 2.1; B: -4; C: -1; D: -31; E: -1; F: 21; G: -6; H: 31; I: 7; J: 0

canonical_smiles: Cc1cccn2c(NC(=O)c3ccccc3F)c(-c3ccccc3)nc12
  A: -2.5; B: -3; C: 4; D: -8; E: 0; F: -15; G: -2; H: 8; I: -6; J: 0

canonical_smiles: Cc1ccc(S(=O)(=O)/N=C(/Nc2ccc([N+](=O)[O-])cc2)c2ccccc2)cc1
  A: -0.3; B: 6; C: 2; D: /; E: -3; F: 11; G: -2; H: /; I: 4; J: 28

canonical_smiles: Cn1c(CCNC(=O)c2ccccc2F)nnc1SCC(=O)Nc1nncs1
  A: -0.2; B: -26; C: 6; D: /; E: 1; F: 18; G: -5; H: /; I: -2; J: -4

canonical_smiles: CC(=O)Oc1ccc(-c2ccc(C(=O)NCCc3ccc(S(N)(=O)=O)cc3)cc2)cc1
  A: 1.2; B: -14; C: -1; D: /; E: 1; F: 6; G: -14; H: /; I: -1; J: 0

canonical_smiles: c1ccc(C2CCCN(Cc3nc(CC4CC4)no3)CC2)cc1 (centres undefined)
  A: -0.7; B: 3; C: -1; D: 4; E: -14; F: 35; G: 0; H: -4; I: -2; J: -2

canonical_smiles: COC(=O)c1ccc(C(=O)OC)c(NC(=O)C(C)C)c1
  A: -1.1; B: -2; C: -2; D: 14; E: 1; F: -3; G: -13; H: -2; I: -15; J: 0

canonical_smiles: CC(=O)OCC1OC(OC(C)=O)C(NC(=O)c2cccnc2)C(OC(C)=O)C1OC(C)=O (centres undefined)
  A: -0.2; B: 6; C: 4; D: 0; E: 0; F: 6; G: -7; H: 0; I: -2; J: -8

canonical_smiles: COc1ccc(-c2cncnc2-c2ccc(OC)cc2O)cc1
  A: -3.2; B: -2; C: -2; D: 38; E: -3; F: -9; G: 9; H: -38; I: -12; J: 3

canonical_smiles: Cc1ccc(OCC(=O)N2N=C(c3ccc(Cl)cc3)CC2c2ccco2)c([N+](=O)[O-])n1 (centres undefined)
  A: -0.3; B: -23; C: -1; D: 18; E: -3; F: 4; G: -19; H: -18; I: -22; J: 0

canonical_smiles: CS(=O)(=O)Nn1cnc2ccccc2c1=O
  A: 0.7; B: -7; C: -6; D: -8; E: 0; F: 11; G: -11; H: 8; I: 19; J: 0

canonical_smiles: CCOC(=O)CSc1nc(N2CCOCC2)c2c(c1C#N)CC(C)(C)OC2
  A: -5.4; B: -9; C: -2; D: -416; E: 1; F: 6; G: 1; H: 416*; I: -11; J: -2

canonical_smiles: CCOC(=O)C1=C(C)c2ccccc2OC1C(=O)OCC (centres undefined)
  A: 1.2; B: -6; C: 0; D: -11; E: -4; F: 9; G: 3; H: 11; I: -7; J: /

canonical_smiles: Cc1nnc(N2CCN(c3ccccc3)CC2)[nH]c1=O
  A: 1.0; B: -7; C: -4; D: 2; E: -1; F: 5; G: -5; H: -2; I: -13; J: 0

canonical_smiles: COc1ccc(S(=O)(=O)Nc2c(C)nc3nc[nH]n3c2=O)cc1
  A: 2.3; B: -4; C: -2; D: -5; E: -2; F: 14; G: -1; H: 5; I: -11; J: 0

canonical_smiles: Cc1ccccc1NC(=O)NNC(=O)c1ccc2ccccc2c1O
  A: -0.6; B: -4; C: 0; D: 22; E: 4; F: 33; G: -9; H: -22; I: 5; J: 2

canonical_smiles: C/C(=N\N=C1/NC(=O)C(C)S1)c1ccc([N+](=O)[O-])cc1 (centres undefined)
  A: -1.0; B: 4; C: -1; D: -16; E: 5; F: 32; G: -11; H: 16; I: 16; J: 2

canonical_smiles: O=C(C/C=N\OCc1ccc([N+](=O)[O-])cc1)Nc1ccc(F)cc1F
  A: 0.6; B: -3; C: -1; D: -18; E: -1; F: -14; G: 6; H: 18; I: -17; J: 2

canonical_smiles: COC(=O)c1cccc(NCN2C(=O)c3ccccc3C2=O)c1
  A: -0.7; B: -1; C: 0; D: -2; E: 1; F: 1; G: -7; H: 2; I: -7; J: -2

canonical_smiles: CC(=O)c1cnc(-c2cccc(Cl)c2)s1
  A: 0.9; B: -16; C: 1; D: 7; E: -7; F: 0; G: 4; H: -7; I: 21; J: -3

canonical_smiles: CCOC(=O)C1(Nc2nccs2)Sc2ccccc2NC1=O (centres undefined)
  A: 1.6; B: 5; C: -1; D: -12; E: 0; F: 20; G: -8; H: 12; I: -10; J: 1

canonical_smiles: Cc1noc(C)c1CSCC(=O)N(CCC(C)C)c1c(N)n(Cc2ccccc2)c(=O)[nH]c1=O
  A: -1.1; B: -12; C: -13; D: -24; E: 0; F: 0; G: -2; H: 24; I: -11; J: 1

canonical_smiles: C=CCNc1nnc(SCC(=O)N2CCC(C(N)=O)CC2)s1
  A: -0.1; B: 9; C: 1; D: 1; E: 1; F: -19; G: 11; H: -1; I: -11; J: 0

canonical_smiles: Cc1cc(C)nc(-n2nc(C)c(Br)c2Nc2ccc(Br)cc2)n1
  A: -1.6; B: 1; C: -2; D: -6; E: 1; F: 19; G: -6; H: 6; I: 1; J: -1

Further records.
Short forms – A = LANA DNA inh; B = Cardiac RTF inh; C = Keap1-Nrf2 PPI; D = SR-BI HDL uptake; E = DAGLB inh; F = Arrestin-AP2 inh; G = PKA-R2B activ; H = SR-BI uptake up; I = PvdQ acylase; J = NSD2 inh
canonical_smiles: COc1ccc(NC(=O)CS(=O)CC(=O)Nc2ccc(-n3cnnn3)c(C)c2)cc1 (centres undefined)
  A: 1.6; B: 0; C: 4; D: 65; E: -1; F: 4; G: -14; H: -65; I: -12; J: 0

canonical_smiles: N#C/C(=C\C1=C(N2CCOCC2)C(=C\c2ccc(Cl)cc2)/CC1)C(=O)Nc1ccccc1F
  A: -0.8; B: -12; C: -7; D: 37; E: 3; F: -1; G: -6; H: -37; I: -11; J: 0

canonical_smiles: COc1ccc(N2CCN(Cc3nc4c(c(=O)n(C)c(=O)n4C)n3Cc3ccccc3C)CC2)cc1
  A: 1.4; B: -12; C: -1; D: -21; E: -3; F: 3; G: -3; H: 21; I: -15; J: /

canonical_smiles: CC(=O)N1CCN(S(=O)(=O)c2cccc(C(=O)Nc3ccc(C)cn3)c2)CC1
  A: -2.5; B: -2; C: -1; D: -23; E: -3; F: 18; G: -6; H: 23; I: 4; J: -1

canonical_smiles: CC(C)C(=O)NCCc1nc2ccccc2n1CCCOc1ccc(Cl)cc1
  A: 0.5; B: -12; C: -2; D: 5; E: -5; F: -24; G: 7; H: -5; I: 10; J: 1

canonical_smiles: O=S(=O)(CCc1nc2ccccc2o1)c1ccc(Cl)c(Cl)c1
  A: 0.0; B: -2; C: -2; D: -25; E: -7; F: 91*; G: -3; H: 25; I: -14; J: -6

canonical_smiles: COC(=O)NC1CSCC1OC(=O)CN1C(=O)c2ccccc2C1=O (centres undefined)
  A: -1.0; B: -1; C: -4; D: -21; E: -1; F: 0; G: -3; H: 21; I: -12; J: -2

canonical_smiles: CCc1cccc(C)c1NC(=S)N(CCN(C)C)Cc1cccs1
  A: 0.2; B: 4; C: -2; D: -24; E: -1; F: 23; G: 6; H: 24; I: 0; J: 1

canonical_smiles: COc1cc(C(=O)N2CCN(C)CC2)cc(OC)c1OC
  A: 1.1; B: -11; C: -3; D: -18; E: -3; F: -3; G: 5; H: 18; I: -16; J: -1

canonical_smiles: CSc1nc2n(n1)C(c1cc(Br)ccc1F)C(C(=O)N(C)C)=C(C)N2 (centres undefined)
  A: -0.5; B: -3; C: 0; D: -14; E: -1; F: 4; G: 4; H: 14; I: -18; J: 2

canonical_smiles: CCn1c(CN2CCN(c3ccc(Cl)cc3)CC2)nc2ccccc21
  A: -0.8; B: 0; C: -8; D: 17; E: 0; F: 0; G: 0; H: -17; I: 2; J: 4

canonical_smiles: CC(C)(C)S(=O)N1Cc2cn(Cc3ccccc3)c(=O)cc2[C@@H]1CCO (some centres undefined)
  A: 1.0; B: -2; C: -1; D: -6; E: -3; F: 3; G: 2; H: 6; I: 0; J: /

canonical_smiles: CCc1ccc(NC(=O)CC2C(=O)N(c3ccc(OC)cc3)C(=O)N2CCOC)cc1 (centres undefined)
  A: 0.1; B: 0; C: -2; D: -3; E: 1; F: 7; G: -11; H: 3; I: -14; J: -1

canonical_smiles: COc1cccc(CN(C)C(=O)c2ccc(NC(=O)CC3SC(N4CCCC4)=NC3=O)cc2)c1OC (centres undefined)
  A: 1.7; B: -13; C: -5; D: 19; E: 0; F: -14; G: 7; H: -19; I: -12; J: 2

canonical_smiles: CN(CC(=O)Nc1cccc(F)c1)C(=O)c1ccc2c(c1)S(=O)(=O)N=C1CCCCCN12
  A: 0.5; B: -3; C: -1; D: -8; E: -3; F: 15; G: 4; H: 8; I: -2; J: 0

Laid out differently: results already given
> COC(=O)NC1CSCC1OC(=O)CN1C(=O)c2ccccc2C1=O (centres undefined)
  LANA DNA inh: -1.0 | Cardiac RTF inh: -1 | Keap1-Nrf2 PPI: -4 | SR-BI HDL uptake: -21 | DAGLB inh: -1 | Arrestin-AP2 inh: 0 | PKA-R2B activ: -3 | SR-BI uptake up: 21 | PvdQ acylase: -12 | NSD2 inh: -2
> CCc1cccc(C)c1NC(=S)N(CCN(C)C)Cc1cccs1
  LANA DNA inh: 0.2 | Cardiac RTF inh: 4 | Keap1-Nrf2 PPI: -2 | SR-BI HDL uptake: -24 | DAGLB inh: -1 | Arrestin-AP2 inh: 23 | PKA-R2B activ: 6 | SR-BI uptake up: 24 | PvdQ acylase: 0 | NSD2 inh: 1

Single values from the results shown:
`O=S(=O)(CCc1nc2ccccc2o1)c1ccc(Cl)c(Cl)c1` – NSD2 inh = -6
`CC(C)C(=O)NCCc1nc2ccccc2n1CCCOc1ccc(Cl)cc1` – NSD2 inh = 1
`CCc1cccc(C)c1NC(=S)N(CCN(C)C)Cc1cccs1` – Keap1-Nrf2 PPI = -2
